# TDP1 cell noCPT = qHTS for Inhibitors of human tyrosyl-DNA phosphodiesterase 1 (TDP1): qHTS in cells in absence of CPT; AID 686978, 2013; Potency, µM (doses to about 46.2 µM), for the others: at the top dose activity change, negative = growth inhibition, actives largely listed as inhibitors; DT40 Tdp1-/- hTDP1 cells, no CPT, ATP luminescence, 48 h; 15% of 420,000 active; also: nearly all actives have a fitted effect of over 55% in size
#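 Chicken DT40 Tdp1-/- cells complemented with human TDP1, screened without camptothecin (DMSO vehicle only), 400 cells/well. Compounds pin-transferred, cells incubated at 37 °C for at least 48 hr. Growth read as ATP-dependent luminescence (CellTiter-Glo, 30 min at RT).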
# GCN5L2 inh = GCN5L2 (KAT2A) acetyltransferase inhibition; 0.21% of 390,000 active; Potency, µM (titrated, usually from 58.9 µM), inactives show top-dose activity change, negative = inhibition, usual class: inhibitors; AID 504327; GCN5L2 HAT assay, ThioGlo1 CoA-SH fluorescence
#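 Free CoA generated was detected with ThioGlo1 (50uM) fluorescence at Ex340nm/Em540nm, read immediately and after 20 min at room temperature. Enzyme, 20 nM in HEPES pH 7.5 buffer, saw compounds 15 min before adding 75uM H3(1-25) peptide and 70uM acetyl-CoA.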
# TDP1 inh = blocks human tyrosyl-DNA phosphodiesterase 1. Q9NUW8. recombinant TDP1, AlphaScreen DNA substrate cleavage. Potency, µM (doses to about 130 µM), for inactives: at the highest dose activity change, negative = inhibition, hits mostly inhibitors. 0.28% of 350,000 active. AID 485290; also: nearly all actives have a fitted effect of over 40% in size
# Target sequence (Q9NUW8 whole entry, looked up): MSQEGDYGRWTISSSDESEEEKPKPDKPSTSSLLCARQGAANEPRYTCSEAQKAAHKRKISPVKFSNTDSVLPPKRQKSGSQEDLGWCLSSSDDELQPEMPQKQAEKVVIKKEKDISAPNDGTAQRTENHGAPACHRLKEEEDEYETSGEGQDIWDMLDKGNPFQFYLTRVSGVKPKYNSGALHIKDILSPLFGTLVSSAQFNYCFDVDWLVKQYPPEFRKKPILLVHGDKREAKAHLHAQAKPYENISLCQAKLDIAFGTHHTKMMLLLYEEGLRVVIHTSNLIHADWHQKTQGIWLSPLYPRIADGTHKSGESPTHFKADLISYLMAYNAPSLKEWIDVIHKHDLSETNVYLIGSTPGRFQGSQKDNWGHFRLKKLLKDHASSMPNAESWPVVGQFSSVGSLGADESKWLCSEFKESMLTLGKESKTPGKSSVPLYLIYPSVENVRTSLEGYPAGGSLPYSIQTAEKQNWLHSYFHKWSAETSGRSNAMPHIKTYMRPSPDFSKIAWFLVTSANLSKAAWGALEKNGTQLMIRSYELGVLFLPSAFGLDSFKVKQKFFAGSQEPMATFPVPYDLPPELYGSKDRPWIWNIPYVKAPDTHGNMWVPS
#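 Here, a 5' biotin and 3' phosphotyrosine-FITC DNA oligonucleotide reports Tdp1 activity: intact substrate bridges AlphaScreen beads, while cleavage leaves a 3' phosphate and drops signal. All incubations at room temperature.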
# Active calls of the source: *; ? = inconclusive; . = no result given; & = joins results of further samples; [ ] = remark or other dose. Calls follow the shape of the dose curve; as a rule, active = well fitted curve in the direction sought with a large enough effect; inconclusive = small, poorly fitted or top-dose-only effect, or another doubt; inactive = no such curve, though single readings can be large; an effect the other way counts as inactive or inconclusive. % is scaled to controls: 0 for no effect and ±100 for the full control effect; potency is read from the fitted curve at half-maximal effect.
SMILES,TDP1 cell noCPT,GCN5L2 inh,TDP1 inh
CC(=O)NCCNc1nc(-c2cccnc2)nc2ccccc12,-7%,-8%,.
Cc1nc2c(C(=O)N3CCN(c4ccccn4)CC3)cnn2c(C)c1Cc1cccc(Cl)c1,23µM*,-10%,8%
N/C(=N\OC(=O)c1cc(-c2ccccc2)nc2ccccc12)c1cccnc1,?,-5%,-6%
O=C(O)C1CCN(C(=O)OCc2ccccc2)CC1,1%,18%,-3%
CN(C(=O)CCN1C(=O)c2ccccc2C1=O)C1CCCCC1,3%,-1%,3%
CCOc1ccc(NC(=O)c2sc3nc(N4CCOCC4)c4c(c3c2N)CCCC4)cc1,?,-3%,1%
COc1cccc(CNC(=O)CN(C)S(=O)(=O)c2ccc3c(c2)CC(C)N3C(C)=O)c1 (stereo unspecified),-7%,-12%,7%
COc1cccc(C(c2sc3nc(C)nn3c2O)N2CCc3ccccc3C2)c1 (stereo unspecified),?,-11%,1%
CC(=O)c1ccc(S(=O)(=O)N2CCN(C(=O)CSc3ccc(F)cc3)CC2)cc1,-33%,-4%,0%
CSc1ccccc1OCc1cc(C(=O)NCCn2nc(C)cc2C)no1,?,-3%,4%
CCOC(=O)c1c(C)[nH]c(C(=O)N(C)Cc2cccc(OC)c2OC)c1C,?,-2%,12%
COc1ccc(-n2c(C)nc3sc4c(c3c2=O)CCC4)cc1,?,-11%,7%
COc1ccc(OCC(O)CN2CCOCC2)cc1 (stereo unspecified),3%,-3%,.
O=c1c(S(=O)(=O)c2ccccc2)cn(Cc2ccccc2)c2cc(N3CCCC3)c(F)cc12,0%,-2%,4%
CC(Oc1ccc(Cl)cc1)/C(N)=N/O (stereo unspecified),0%,1%,3%
Cc1ccc(CCNC(=O)NCc2noc3ccc(C)cc23)cc1,?,-6%,-5%
c1ccc(-c2oc3ncnc(NCCN4CCOCC4)c3c2-c2ccccc2)cc1,?,-6%,12%
CCOc1cc2c(cc1OCC)C(c1c(F)cccc1Cl)CC(=O)N2 (stereo unspecified),?,-4%,-2%[12.3 µM]
CCc1cccc(C)c1NC(=O)CN(C)C1=NS(=O)(=O)c2ccccc21,-10%,-8%,1%[56.1 µM]
CNC(=O)NC(=O)C(C)OC(=O)c1oc2ccccc2c1CSc1ccc(Cl)cc1 (stereo unspecified),21µM*,-6%,4%
CN1CCN(C2CCN(Cc3ccc(O)c4ncccc34)CC2)CC1,.,-2%&0%,0%
CCOc1ccc(-n2c(SCC(=O)N3CCCCC3)nc3c([nH]c4ccccc43)c2=O)cc1,?,1%,7%
CCOc1ccc(CCNC(=O)CCn2ccc3cc(S(=O)(=O)N4CCCC4)ccc32)cc1,?,-8%,0%
O=C(O)CCc1nc2ccccc2n(CCc2ccccc2)c1=O,0%,-6%,2%
O=S1(=O)CCC(NC2CCCC2)C1 (stereo unspecified),6%,-9%,.
CCC(C)c1ccccc1NC(=O)C(C)Sc1n[nH]c(N)n1 (stereo unspecified),0%,-7%,0%[56.1 µM]
CCCOc1ccc(C2C(C(=O)c3ccc(C)o3)=C(O)C(=O)N2Cc2cccnc2)cc1 (stereo unspecified),.,-3%,1%
CNC(=O)c1sc(-c2ccccn2)nc1C,10%,-7%,4%
Cn1nc(CC(=O)Nc2ncc(Br)s2)c2ccccc2c1=O,?,0%,5%
COc1ccc(Cl)cc1NC(=O)NCC1CCN(Cc2ccccc2F)CC1,?,1%&-3%,2%
Cc1ccc2nc(Cl)c(/C=N/Nc3ccc(C(=O)O)cc3)cc2c1,?,-19%,.
CCCCn1c(-c2cccc(Br)c2)nc2cc3[nH]c(=O)c(C(C)C)nc3cc21,26µM*,-3%,.
CC(C)(C)CC(=O)Nc1cc(S(=O)(=O)N2CCOCC2)ccc1N1CCCC1,-2%,-5%,.
NC(=O)NOCc1ccccc1F,-5%,2%,3%
Cc1ccc(OCC(=O)N2CC3(C)CC2CC(C)(C)C3)cc1 (stereo unspecified),?,-1%,5%
O=C(Nc1ccc(Br)cn1)c1ccc(Br)s1,26µM*,-3%,.
CCOC(=O)c1ccc2c(c1)N(C(CC)C(=O)Nc1ccccc1OC)C(=O)c1ccccc1S2 (stereo unspecified),.,-3%,1%
CCCCCc1nnc(NC(=O)c2ccc(=O)n(C)n2)s1,2%,-5%,-2%
CCCN(CCC)S(=O)(=O)c1cc2c3c(c1)CCN3C(=O)CC2,0%,-4%,1%
COc1cccc(S(=O)(=O)NCc2ccc3c(c2)OCO3)c1,-18%,?,7%

# Single entries from the entries so far:
# `CNC(=O)c1sc(-c2ccccn2)nc1C` in TDP1 cell noCPT shows 10%
# `CCCCCc1nnc(NC(=O)c2ccc(=O)n(C)n2)s1` in TDP1 inh shows -2%
# `NC(=O)NOCc1ccccc1F` in TDP1 cell noCPT shows -5%
# `Cn1nc(CC(=O)Nc2ncc(Br)s2)c2ccccc2c1=O` in GCN5L2 inh shows 0%
# `CCOC(=O)c1ccc2c(c1)N(C(CC)C(=O)Nc1ccccc1OC)C(=O)c1ccccc1S2` (stereo unspecified) in TDP1 inh shows 1%
# `COc1ccc(Cl)cc1NC(=O)NCC1CCN(Cc2ccccc2F)CC1` in TDP1 inh shows 2%

# (further entries)
SMILES,TDP1 cell noCPT,GCN5L2 inh,TDP1 inh
CCn1cc([N+](=O)[O-])c(C(=O)Nc2ccc3c(c2)OCCO3)n1,-7%,2%,4%
O=C(NCC(c1ccco1)N1CCCCC1)c1ccc([N+](=O)[O-])s1 (stereo unspecified),23µM*,-9%,0%
CC(=O)N1CCN(C(C)=O)C1c1ccccc1,-14%,5%,7%
COc1ccc(Cl)cc1-c1nc(SCC(N)=O)n[nH]1,8%,-5%,3%
N/C(=N\OC(=O)CCCc1ccccc1)c1ccc([N+](=O)[O-])cc1,-8%,0%,0%
Cc1ccc(-c2nc(-c3cccnc3)sc2CC(=O)O)cc1,2%,-6%,.
Cc1ccc(C)c(NC(=O)C2CC(O)CN2C(=O)OC(C)(C)C)c1 (stereo unspecified),-1%,-1%,-7%
CN(C)CCNC(=O)C(=O)NCC(c1cccnc1)N1CCN(c2ccccc2)CC1 (stereo unspecified),-23%,-3%,0%
O=C(c1ccco1)N1CCN(C(=O)c2cn(-c3ccccc3)nc2-c2ccc(F)cc2)CC1,?,-5%,4%
CCOC(=O)CS(=O)(=O)c1ccccc1,0%,-8%,3%
O=C(O)C1=C(CSc2nnnn2CS(=O)(=O)O)CS[C@@H]2[C@H](NC(=O)[C@H](O)c3ccccc3)C(=O)N12,-28%,-16%,.
COc1ccc(NC(=O)CSc2ccc3c4c(cccc24)C(=O)c2ccccc2-3)cc1,?,22µM*,4%
CCOC(=O)c1ccccc1NC(=O)n1ncc2cc(Cl)ccc21,-6%,0%,3%
CS(=O)(=O)N1CCC(C(=O)Nc2ccccc2Sc2ccccc2)CC1,-19%,2%,-1%
CCCc1nc2ccccc2c(C(=O)OCc2nnc(-c3cc(OC)c(OC)c(OC)c3)o2)c1CC,23µM*,-23%,5%
C=CCN(c1ccccc1)S(=O)(=O)c1cccc(C(=O)NCC(c2ccccc2OC)N2CCCC2)c1 (stereo unspecified),18µM*,-10%,8%
CCn1c(C)cc(C)c(C#N)c1=O,20%,-4%,3%
COc1ccc(N(CC(=O)N/N=C/c2ccc(OC)c(OC)c2)S(=O)(=O)c2ccccc2)cc1,16%,-20%,.
Fc1ccc(CNC(=S)NCc2cccc(Cl)c2)cc1,?,-9%,10%
CCOC(=O)c1nc2sc3c(c2c(=O)[nH]1)CCCC3,-6%,-6%&-8%,8%&11%

# 2 successive records from above:
SMILES,TDP1 cell noCPT,GCN5L2 inh,TDP1 inh
CCCc1nc2ccccc2c(C(=O)OCc2nnc(-c3cc(OC)c(OC)c(OC)c3)o2)c1CC,23µM*,-23%,5%
C=CCN(c1ccccc1)S(=O)(=O)c1cccc(C(=O)NCC(c2ccccc2OC)N2CCCC2)c1 (stereo unspecified),18µM*,-10%,8%

# Next results:
SMILES,TDP1 cell noCPT,GCN5L2 inh,TDP1 inh
CCN1C(=O)CSc2ccc(C(=O)NCc3ccccc3OC)cc21,?,30%,2%
Nc1nc(Nc2ccccc2)nc(N2CCOCC2)c1[N+](=O)[O-],1%,-12%,-1%
CC1CCN(Cc2c(C(=O)N3CCc4ccccc4C3)nc3ccc(Cl)cn23)CC1,?,-1%,5%
Cc1ccc(N2CCN(c3ccc([N+](=O)[O-])cn3)CC2)c(C)c1,?,-5%,.
COc1ccc(NC(=O)COC(=O)c2ccc3c(c2)OCCO3)cc1OC,?,-4%,-5%
O=C(Nc1ccc(OCc2ccccc2)cc1)c1ccccc1,-1%,-1%,11%
C=CCC1(C(=O)NCCO)CCN(C(=O)OC(C)(C)C)CC1,-2%,-4%,.
Cc1n[nH]c(C)c1CCC(=O)N/N=C/C=C/c1ccccc1,-11%,-4%,3%
CC(C)[C@H](NS(=O)(=O)c1ccccc1)C(=O)OCC(=O)NC1CCCCC1,?,1%,0%
Cc1ccc(-n2ncc3c(=O)[nH]c(SCC(=O)N4CCCC4)nc32)cc1C,-16%,-6%,4%
COc1cccc(-c2nc(CS(=O)(=O)CC(=O)Nc3cc(C)ccc3C)c(C)o2)c1,?,1%,5%
OC(COc1ccc2cc(Br)ccc2c1)CN1CCN(c2ccccn2)CC1 (stereo unspecified),?,-2%,7%
COc1ccc(-c2nc3ccccc3c(=O)n2CCCN2CCOCC2)cc1,0%,-21%,5%
Clc1cccc(-n2ncc3c(NCCCN4CCOCC4)ncnc32)c1,?,-1%,5%
COc1ccc(C(C(=O)NCC2CCCO2)N(C(=O)CNC(=O)c2cccs2)c2ccc(C)cc2)cc1OC (stereo unspecified),7%,-4%,5%
CC(C)c1ccc(NC2CCCN(C(=O)CCN3Cc4ccccc4C3=O)C2)cc1 (stereo unspecified),?,2%,5%
COc1ccc(CNC(=O)CCn2c(=O)c3cccn3c3ccc(F)cc32)cc1,?,3%,2%
CC(=O)c1cc(C(=O)N2CCCC(CCC(=O)N(C)CCc3ccccn3)C2)cs1 (stereo unspecified),-2%,-10%,3%
COc1ccc(Oc2ncc3nc(-c4ccc(F)cc4)c(=O)n(C4CC4)c3n2)cc1,?,-7%,.
O=C(Nc1ccc(Cl)c([N+](=O)[O-])c1)c1ccc2c(c1)OCCO2,?,-2%,0%

# 3 records drawn at random from the list so far, as already listed:
SMILES,TDP1 cell noCPT,GCN5L2 inh,TDP1 inh
COc1ccc(C(C(=O)NCC2CCCO2)N(C(=O)CNC(=O)c2cccs2)c2ccc(C)cc2)cc1OC (stereo unspecified),7%,-4%,5%
COc1ccc(CNC(=O)CCn2c(=O)c3cccn3c3ccc(F)cc32)cc1,?,3%,2%
COc1cccc(-c2nc(CS(=O)(=O)CC(=O)Nc3cc(C)ccc3C)c(C)o2)c1,?,1%,5%

# Part of the list above, tab-delimited:
Molecule	TDP1 cell noCPT	GCN5L2 inh	TDP1 inh
COc1cccc(-c2nc(CS(=O)(=O)CC(=O)Nc3cc(C)ccc3C)c(C)o2)c1	?	1%	5%
COc1ccc(Oc2ncc3nc(-c4ccc(F)cc4)c(=O)n(C4CC4)c3n2)cc1	?	-7%	.

# New compounds follow
SMILES,TDP1 cell noCPT,GCN5L2 inh,TDP1 inh
Cc1cc(=O)n2nc(-c3ccc(C(F)(F)F)cc3)sc2n1,-14%,-2%,5%
COC(=O)c1cc(OC)c(OC)cc1NC(=O)c1cnccn1,.,4%,-1%
C=CCn1nc(-c2ccccc2)c2c(C)onc2c1=O,5%,-6%,-4%
C=CCc1cccc(C2Nc3ccccc3C(=O)N2O)c1O (stereo unspecified),-27%,0%,9%
CCN1CCC(N2CCN(c3ccc(F)cc3)CC2)CC1,5%,0%,.
COc1cc(C(=O)NCCOc2cc(C)ccc2C(C)C)cc(OC)c1OC,12µM*,-30%,.
CC(C)CC(NC(=O)OC(C)(C)C)C(=O)NCc1ccccc1 (stereo unspecified),-18%,-1%,-1%
CC(C)(C)C1(O)CC(C(F)(F)F)=NN1C(=O)Cc1ccc([N+](=O)[O-])cc1 (stereo unspecified),?,-2%,0%

# Compound activity deposited in PubChem by National Center for Advancing Translational Sciences (NCATS).

# The list is partial; rates above refer to the full screens.
